Screening results: PubChem, National Center for Advancing Translational Sciences (NCATS)
HEK cytotox = Cytotoxic Profiling in HEK 293 Cell Line of Diverse Libraries Using Quantitative High-Throughput Screening | 6.6% of 94,000 active | Potency, µM (top dose mostly 115 µM), for the others: top-dose activity change, negative = cytotoxicity, usual class: inhibitors | HEK 293 viability, ATP luminescence (CellTiter-Glo), 48-72 h | AID 1345083, 2018; also: potency is read from the fitted curve at half-maximal effect; nearly all actives have a fitted effect of over 60% in size
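250 HEK 293 cells/well; compound by pintool; incubated 48 or 72 hr at 37 degree Celsius; CellTiter-Glo added, 10 min RT, luminescence imaged.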
SNCA expr inhib = Primary qHTS assay for inhibitors of alpha-synuclein gene (SNCA) expression; 0.17% of 140,000 active; Potency, µM (highest dose often 57.2 µM), for inactives: at the highest dose activity change, negative = inhibition, actives largely listed as inhibitors; HEK-293 SNCA-luciferase knock-in, luminescence, 24 h;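 also: potency is read from the fitted curve at half-maximal effect; plate controls were DMSO cells for no effect and cell-free wells for full effect; nearly all actives have a fitted effect of over 45% in size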
NIH3T3 tox = Cytotoxic Profiling in NIH 3T3 Cell Line of Diverse Libraries Using Quantitative High-Throughput Screening; NIH 3T3 viability, CellTiter-Glo ATP luminescence, 48-72 h; Potency, µM (doses to about 96.7 µM), for the others: top-dose activity change, negative = cytotoxicity, usual class: inhibitors; 4.3% of 94,000 active; AID 1345082, 2018; also: potency is read from the fitted curve at half-maximal effect; nearly all actives have a fitted effect of over 55% in size
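Mouse fibroblast NIH 3T3 cells, 400 per well, received compound via pintool and were incubated for 48 or 72 hr prior to CellTiter-Glo ATP luminescence measurement.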
SNCA viab count = GF-AFC viability counterscreen for inhibitors of alpha-synuclein gene (SNCA) expression. HEK-293-SNCA-luc viability, GF-AFC fluorescence, 24 h. Potency, µM (titrated, usually from 57.1 µM), for inactives: top-dose activity change, negative = cytotoxicity, usual class: cytotoxic. 0.12% of 150,000 active. AID 1671193, 2021;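 also: potency is read from the fitted curve at half-maximal effect; 0% = DMSO-treated cells and -100% = medium-only wells without cells; nearly all actives have a fitted effect of over 30% in size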
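HEK-293-SNCA-luc cells (1500/well) plated 24 h, then exposed 24 h to a dilution series; GF-AFC added 30 min at 37C, fluorescence 405/540 nm; normalised to medium-only and DMSO wells, Hill fit.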
IP6K1 inhibitor = Primary qHTS assay for small molecule inhibitors of Inositol hexaphosphate kinase 1 (IP6K1) | Inositol hexakisphosphate kinase 1 (Homo sapiens), Q92551 | IP6K1 kinase, ADP-Glo luminescence, 2 h; active compounds read low | activity change, % (series mostly up to about 58 µM) | 0.81% of 140,000 active | AID 1645851, 2021; in the data active = activity change below about -25%
Target sequence (Q92551 whole entry, looked up): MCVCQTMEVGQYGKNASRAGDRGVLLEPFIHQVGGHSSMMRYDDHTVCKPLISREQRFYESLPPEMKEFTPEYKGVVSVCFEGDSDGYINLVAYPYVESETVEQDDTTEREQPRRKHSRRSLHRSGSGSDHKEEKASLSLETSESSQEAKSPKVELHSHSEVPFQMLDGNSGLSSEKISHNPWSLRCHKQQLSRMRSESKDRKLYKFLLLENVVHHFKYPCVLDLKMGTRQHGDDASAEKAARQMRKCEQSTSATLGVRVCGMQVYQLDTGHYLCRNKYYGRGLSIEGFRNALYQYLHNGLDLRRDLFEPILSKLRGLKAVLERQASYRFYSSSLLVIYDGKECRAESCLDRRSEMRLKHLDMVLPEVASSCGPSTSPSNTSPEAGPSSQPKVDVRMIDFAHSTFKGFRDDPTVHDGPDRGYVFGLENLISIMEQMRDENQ
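ADP-Glo luminescence measures ADP made by human IP6K1 during a 2 h RT reaction with ATP/IP6 (mix at 1.3 mM/130 uM); top library doses 57.5 and 19.1 uM final.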
GPT2 inhibitor = Primary qHTS assay for inhibitors of Glutamate pyruvate transaminase 2 (GPT2); Alanine aminotransferase 2 (Homo sapiens), Q8TD30; Recombinant GPT2, coupled pyruvate oxidase/HRP Amplex Red fluorescence; Potency, µM (titrated, usually from 57.7 µM), inactives show at the highest dose activity change, negative = inhibition, hits mostly inhibitors; 0.25% of 100,000 active; AID 1671188, 2021; also: potency is read from the fitted curve at half-maximal effect; nearly all actives have a fitted effect of over 60% in size; many of its hits are not listed in these tables
Target sequence (Q8TD30 whole entry, looked up): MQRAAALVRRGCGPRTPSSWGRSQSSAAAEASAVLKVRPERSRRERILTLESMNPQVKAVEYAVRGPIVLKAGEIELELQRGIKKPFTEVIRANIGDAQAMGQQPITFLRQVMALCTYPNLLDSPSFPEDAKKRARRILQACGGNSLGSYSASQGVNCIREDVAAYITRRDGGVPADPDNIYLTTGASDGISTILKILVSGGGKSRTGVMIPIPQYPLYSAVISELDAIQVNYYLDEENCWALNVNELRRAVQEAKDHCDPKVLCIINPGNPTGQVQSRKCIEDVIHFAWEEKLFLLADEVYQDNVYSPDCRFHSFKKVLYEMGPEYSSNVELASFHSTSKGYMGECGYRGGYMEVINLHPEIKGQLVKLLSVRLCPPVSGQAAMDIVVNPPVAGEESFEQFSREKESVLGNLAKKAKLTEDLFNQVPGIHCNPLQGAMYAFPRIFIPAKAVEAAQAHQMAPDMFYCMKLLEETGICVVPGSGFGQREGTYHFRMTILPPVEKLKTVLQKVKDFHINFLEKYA
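Recombinant GPT2 (10ng/uL) with 250uM a-KG and 2mM L-alanine, 30 min at room temperature, in HEPES pH 7.5 buffer. Pyruvate detected by pyruvate oxidase/HRP/Amplex Red fluorescence after 30 min in the dark; AOA (50uM) as positive control.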
FLuc inh = Firefly luciferase inhibition profiling of diverse chemical library using quantitative high-throughput screening; Luciferin 4-monooxygenase (Photinus pyralis), P08659; purified P. pyralis luciferase, luminescence, biochemical; Potency, µM (highest dose often 115 µM), for inactives: top-dose activity change, negative = inhibition, hits mostly inhibitors; 2.5% of 76,000 active; AID 1347043, 2019; also: potency is read from the fitted curve at half-maximal effect; nearly all actives have a fitted effect of over 65% in size
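Inhibitors were tested against purified firefly luciferase in a biochemical, low-substrate format (both substrates at 10uM) and luminescence measured with a CCD imager.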
An asterisk follows results filed as active; i = inactive; u = inconclusive; x = no result given; [ ] = another dose, or the depositor's remark. Unless noted, calls follow the shape of the dose curve; as a rule, active = well fitted curve in the direction sought with a large enough effect; inconclusive = small, poorly fitted or top-dose-only effect, or another doubt; inactive = no such curve, though single readings can be large; an effect the other way counts as inactive or inconclusive. Unless noted, % is scaled to controls: 0 for no effect and ±100 for the full control effect. Not all compounds are listed; the hit share may differ from the screen's.

item	canonical_smiles	HEK cytotox	SNCA expr inhib	NIH3T3 tox	SNCA viab count	IP6K1 inhibitor	GPT2 inhibitor	FLuc inh
1	COc1ccccc1-c1cccc(CN2CCC(NC(=O)Cc3ccc(F)cc3)CC2)c1	u	-19.9%	31.6µM*	-18.5%	-6.0	u	x
2	CCCCCn1cc2c(c1-c1ccc(Cl)cc1)c(=O)n(C)c(=O)n2C	x	-6.2%	x	4.8%	8.2	x	x
3	COc1ccc(OC)c(CNC(=O)c2cccc3c2CCN3C(=O)c2ccc(F)cc2)c1	u	-3.6%	u	-11.0%	-6.6	-12.4%	23.9%
4	CC1CCN(c2nc3ccc(C(=O)NC(C)C)cc3s2)CC1	x	46.8%[activator]	x	-1.4%	-11.4	x	x
5	CCCS(=O)(=O)N1CC(C(=O)NCCc2ccncc2)C2(CCOCC2)C1 (configuration not stated)	-1.9%	-1.0%	3.7%	4.4%	12.2	3.9%	-5.3%
6	Cc1ccc2c(c1)C(C[C@H]1CN(C(=O)C3CCCC3)CC[C@H]1CC(=O)O)=NCC2	-18.9%[172 µM]	3.7%[87.6 µM]	-18.4%[174 µM]	0.2%[87.6 µM]	-1.4	-19.6%[88.5 µM]	-5.7%[172 µM]
7	COc1ccccc1Nc1ccnc(N2CCC(C(=O)N3CCC(c4ccccc4)CC3)CC2)n1	u	20.6%	u	-5.7%	10.4	2.9%	x
8	C=CCNC(=O)c1cccn2cncc12	-18.4%[230 µM]	7.5%[87.6 µM]	-1.9%[174 µM]	-21.4%[87.6 µM]	5.7	i	-7.0%[230 µM]
9	Cc1ccc(-n2ncc3c(NCCCc4ccccc4)ncnc32)cc1	x	30.9%[activator]	x	-0.6%	-0.6	x	x
10	COc1ccc(C)cc1NC(=O)C(=O)NCCc1csc2nc(-c3ccccc3F)nn12	x	2.2%	x	19.3%	-4.0	x	x
11	CNC(=O)[C@@H]1CN(C(=O)Cc2ccsc2)C[C@H]1c1n[nH]c(C)n1	-2.8%	-10.5%	-3.4%	-7.2%	18.5	-1.2%	-1.1%
12	COc1ccc(NC(=O)CSCc2cc(=O)c3cc(Cl)ccc3[nH]2)cc1	x	-1.8%	x	-5.1%	-13.4	x	x
13	COc1cc(-c2ccc(-c3nc(CC(C)C)no3)cn2)cc(OC)c1OC	u	-12.1%	u	-31.5%	-7.0	3.7%	-19.2%
14	CC1=C(c2ccc(C)c(C)c2)S(=O)(=O)N=C1N1CCC(C(=O)NCc2ccc(N(C)C)cc2)CC1	x	u	x	3.9%	-12.3	x	x
15	O=C(COc1ccc(F)cc1)NC1CC(=O)N(c2ccc3c(c2)OCCO3)C1 (configuration not stated)	x	33.1%[activator]	x	16.6%	-8.9	x	x
16	Cc1nc(C(=O)N2CCOc3c(O)cc(-c4cccc(Cl)c4)cc3C2)cs1	17.8µM*	-29.6%	u	u	12.7	-14.9%	14.1%
17	C=C(C)CN(CC)C(=O)c1c(C)oc2c1CN(Cc1cccc(F)c1)CC2	u	11.7%	u	-19.0%	3.7	1.7%	3.0%
18	CC[C@@]1(C(=O)O)C[C@H](C(=O)NCc2ccccn2)[C@H](c2ccc(OC)cc2)N1C	-18.4%	3.5%	-22.3%	-12.3%	0.8	i	-5.8%
19	O=C1c2c(O[C@@H]3O[C@H](CO)[C@@H](O)[C@H](O)[C@H]3O)cc(O)cc2OC1(O)Cc1ccc(O)cc1 (some centres not stated)	x	x	x	-37.3%[23.9 µM]	18.6	-15.5%[27.3 µM]	x
20	O=C(NCc1cccs1)c1nc2cccnc2n(C2CC2)c1=O	-10.4%[172 µM]	20.6%[87.6 µM]	-24.1%[138 µM]	5.2%[87.6 µM]	0.2	u	x
21	CCn1cnnc1-c1nn(C)c2c1CN(C(=O)C(C)c1ccccc1)CC2 (configuration not stated)	i	-0.2%	i	1.8%	-5.2	u	2.9%
22	Cc1ccc(C)c(-n2cc(CN(C)CCO)c(-c3ccccc3)n2)c1	-20.6%	-27.7%	-21.5%	-21.7%	19.6	i	-4.8%
23	COc1cc(NC(=O)c2cccc3c2C(=O)N(C2CCCCC2)C3)cc(OC)c1OC	x	u	x	u	4.9	x	x
24	Cc1ccccc1NS(=O)(=O)c1nnc(NC(=O)c2ccco2)s1	x	15.7%	x	3.2%	23.8	x	x
25	CCNC(=O)c1cccnc1OC1CCN(C(=O)CC2CCCCC2)C1 (configuration not stated)	-8.4%	57.2%[activator]	-6.2%	-5.8%	2.7	i	5.4%
26	CNC(=O)CCC[C@@H]1[C@H]2CCCN3CCC[C@@H](CN1C(=O)CCOC)[C@@H]23	-0.6%	2.7%	4.1%	2.4%	-7.5	i	-5.0%
27	O=S(=O)(c1ccc2nc(N3CCN(c4ccccc4F)CC3)ccc2c1)N1CCCCC1	x	27.6%	x	2.8%	-0.3	x	x
28	C=C(C)C(=O)OC1CC(CO)CCC/C(CO)=C/C2OC(=O)C(=C)C21 (configuration not stated)	x	x	x	u	8.1	i	x
29	CS(=O)(=O)N(C1CCOCC1)C1CN(C(=O)Nc2ccccc2)C1	i	9.4%	1.5%	1.4%	-7.0	i	3.5%
30	CC(=O)Nc1cc(C(=O)NC2CCCCC2)c2ccc(C)nc2c1	-20.4%	-17.6%	-9.5%	2.7%	9.4	-4.4%	0.0%

Brought forward from above: 5 entries, then new ones.
item	canonical_smiles	HEK cytotox	SNCA expr inhib	NIH3T3 tox	SNCA viab count	IP6K1 inhibitor	GPT2 inhibitor	FLuc inh
26	CNC(=O)CCC[C@@H]1[C@H]2CCCN3CCC[C@@H](CN1C(=O)CCOC)[C@@H]23	-0.6%	2.7%	4.1%	2.4%	-7.5	i	-5.0%
27	O=S(=O)(c1ccc2nc(N3CCN(c4ccccc4F)CC3)ccc2c1)N1CCCCC1	x	27.6%	x	2.8%	-0.3	x	x
28	C=C(C)C(=O)OC1CC(CO)CCC/C(CO)=C/C2OC(=O)C(=C)C21 (configuration not stated)	x	x	x	u	8.1	i	x
29	CS(=O)(=O)N(C1CCOCC1)C1CN(C(=O)Nc2ccccc2)C1	i	9.4%	1.5%	1.4%	-7.0	i	3.5%
30	CC(=O)Nc1cc(C(=O)NC2CCCCC2)c2ccc(C)nc2c1	-20.4%	-17.6%	-9.5%	2.7%	9.4	-4.4%	0.0%
31	Cn1nc2c(c1NC(=O)Cn1nc3c(cc1=O)CCCCC3)CSC2	-1.5%	-9.4%	-7.8%	11.4%	-6.6	-26.0%	-12.4%
32	O=C(O)CCCCC(CCSCc1ccccc1)SCc1ccccc1 (configuration not stated)	x	u	x	-5.5%	x	4.3%	x
33	COCCC(=O)N1CCc2nnc([C@@H]3C[C@@H](O)CN3C(C)C)n2CC1	-1.3%	13.0%	i	11.5%	4.1	u	-6.4%
34	Cc1ccc(C)c(S(=O)(=O)N2[C@@H]3CC[C@H]2CC(NC(=O)c2ccc(F)cc2)C3)c1 (some centres not stated)	u	-1.5%	u	-5.8%	9.8	0.2%	-2.9%
35	O=C(CCc1nnn2c1CN(S(=O)(=O)c1ccccc1)CC2)NCc1ccccc1	-17.1%	-5.1%	-34.8%	8.5%	3.2	i	x
36	CN1CCC(Nc2ccc3c(n2)CN(Cc2ccc(F)cc2)C(=O)CO3)CC1	u	10.2%[87.6 µM]	u	4.5%[87.6 µM]	-12.2	i	-13.5%[172 µM]
37	O=C(C1CCCCN1Cc1ccc(-c2cccs2)cc1)N1CCCC1 (configuration not stated)	u	u	u	-5.6%[12.5 µM]	-4.0	i	x
38	c1ccc(OCCCn2cc(-c3cncnc3)nn2)cc1	i	6.5%	i	2.6%	16.0	1.7%	4.6%
39	CCc1ccc(C(=O)N2CCC(Cc3nc(-c4cnccn4)no3)CC2)cc1	-18.1%	-12.7%	-27.0%	-3.8%	1.4	-4.0%	11.8%
40	CCNC(=O)Nc1ccc([C@@H](O)[C@H]2COCC(=O)N2CCOCC)cc1	i	9.5%[87.6 µM]	4.0%[138 µM]	2.1%[87.6 µM]	5.8	0.6%[88.5 µM]	2.2%[172 µM]
41	OCC1CN(Cc2ccc(Br)cc2)CC12CCNCC2 (configuration not stated)	39.8µM*	u	39.8µM*	-4.9%[12.5 µM]	6.9	-9.5%	-13.6%
42	CC(C)(C)CNc1cc(Cl)nc2ccnn12	u	10.4%[87.6 µM]	-11.3%[138 µM]	19.8%[87.6 µM]	11.7	i	-14.9%[172 µM]
43	CC(Oc1ccc(F)cc1)C(=O)NCC1(N(C)C)CCCCC1 (configuration not stated)	x	-7.5%	x	-9.9%	14.1	x	x
44	COc1cc(OC)c(NC(=O)C(C)n2c(=O)cc(-c3ccccc3)c3c(C)nn(C)c32)cc1Cl (configuration not stated)	x	-7.4%	x	0.3%	-13.9	x	x
45	CC(C)N1CC[C@H](c2nc3ccc(C#N)cc3[nH]2)C1	-28.8%[230 µM]	107.3%[activator][87.6 µM]	-11.2%[230 µM]	-15.6%[87.6 µM]	9.2	i	39.8µM*

Reprinted from the part before: two entries, followed by the next part.
item	canonical_smiles	HEK cytotox	SNCA expr inhib	NIH3T3 tox	SNCA viab count	IP6K1 inhibitor	GPT2 inhibitor	FLuc inh
44	COc1cc(OC)c(NC(=O)C(C)n2c(=O)cc(-c3ccccc3)c3c(C)nn(C)c32)cc1Cl (configuration not stated)	x	-7.4%	x	0.3%	-13.9	x	x
45	CC(C)N1CC[C@H](c2nc3ccc(C#N)cc3[nH]2)C1	-28.8%[230 µM]	107.3%[activator][87.6 µM]	-11.2%[230 µM]	-15.6%[87.6 µM]	9.2	i	39.8µM*
46	O=C1[C@H]2CN(Cc3ccc(OC(F)(F)F)cc3)C[C@H]2C(=O)N1Cc1ccc2c(c1)OCO2	u	3.3%	u	-2.3%	-11.3	2.8%	3.8%
47	CN1CCC(NC[C@H]2COCc3nc4cc(F)ccc4n32)CC1	-6.7%[172 µM]	13.6%[87.6 µM]	-1.1%[138 µM]	-10.8%[87.6 µM]	-1.8	3.0%[88.5 µM]	3.1%[172 µM]
48	O=C(O)C=Cc1ccc(O)c(O)c1	x	-3.9%	x	-2.3%	x	4.32µM*	x
49	CCOC(=O)C(CC)n1nnc2sc(-c3ccccc3)cc2c1=O (configuration not stated)	x	-2.8%	x	9.1%	7.9	x	x
50	COc1ccccc1/C=C/c1nc(C#N)c(NC(C)c2ccccc2)o1 (configuration not stated)	x	4.8%	x	u	-2.8	x	x
